hDAT+cocaine – changed hDAT dopamine uptake under cocaine IC80, either direction, primary screen, cocaine antagonist project, cell-based, LLC-PK1 hDAT, [14C]-dopamine uptake, MLSMR; 110,000 compounds, 1.3% hits; LLC-PK1 hDAT cells, [14C]-dopamine uptake with cocaine IC80; actives deviate in either direction; AID 449768, 2010; Sodium-dependent dopamine transporter (Homo sapiens), Q01959; B-score at 10 µM;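 active = Z score or B-score, a plate-position-corrected score, falls beyond the plate's 99.7% confidence bounds, in either direction; inactive = both scores lie inside the 99.7% bounds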;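 also: scored against the spread of the other compound wells on the same plate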
Smad3 inh – Smad3/FoxH1 peptide binding inhibitors, primary screen, biochemical, TR-FRET; Mothers against decapentaplegic homolog 3 (Homo sapiens), P84022; TR-FRET Smad3/Dy647-FoxH1 peptide binding, europium anti-His; 88,000 compounds, 0.29% hits; inhibition, % at 25 µM;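 active = compounds that reduce the energy-transfer binding signal between the protein and its labelled peptide by more than half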;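 also: 0% = Smad3 plus labelled peptide maximal FRET and 100% = peptide-only background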
VCAM1 TNFa inh – inhibitors of TNFa-induced VCAM1 expression, primary screen, imaging, HUVEC, TNFa stimulus, immunofluorescence | HUVEC TNFa-induced VCAM-1 immunofluorescence, high-content imaging | AID 802, 2007 | 95,000 compounds, 0.48% hits | inhibition, % at 2 µM;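 active = inhibition above the batch mean plus 3 SD, with images confirmed as a hit by eye, cut at about 37% in these data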;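 also: 0% = TNF-stimulated DMSO wells and 100% = unstimulated control wells; not every result past the cut was called active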
F-actin modifier – modifiers of F-actin cytoskeleton organization, primary screen, imaging, HUVEC, phalloidin staining, high-content imaging. HUVEC TNFa F-actin phalloidin imaging. inhibition, % at 2 µM. 91,000 compounds, 0.18% hits. AID 836, 2007;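 active = inhibition above the batch mean plus 3 SD and confirmed as a hit by visual image inspection, cut at about 30% in these data, passing the limit was not always enough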; also: strong numbers were not always called active
MT1-MMP txn act – MT1-MMP promoter reporter activation – cell-based, luciferase luminescence, primary screen | HT1080 MT1-MMP promoter luciferase reporter, overnight; active compounds read high | activation factor at 10 µM | 86,000 compounds, 0.16% hits;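 active = activation factor of at least 2 for MT1-MMP transcription at 10 µM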
HUVEC tox TNFa – cytotoxicity in TNFa-stimulated HUVEC, primary screen, cytotoxicity control for VCAM1 expression modulator project, imaging, Hoechst nuclei count. HUVEC TNFalpha-stimulated, Hoechst cell count. cell count reduction, % at 2 µM. 93,000 compounds, 0.17% hits. AID 848, 2007;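 active = cell count reduction exceeding the screen mean by over 5 SD, scaled to untreated wells per plate, cut at about 78% in these data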;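 also: cells counted after 24 h of TNF alpha exposure following the 1 h pretreatment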
LYP inh 2 – PTPN22 phosphatase inhibitors, primary screen, biochemical, DiFMUP fluorescence, 2 µM; recombinant LYP catalytic domain; inhibition, % at 2 µM; 96,000 compounds, 0.21% hits;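 active = inhibition at 2 µM at or above a set limit, the screen mean plus 3 SD, cut at about 24% in these data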;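 also: 0% = DMSO with enzyme and 100% = enzyme fully blocked by orthovanadate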
Target sequence (Q9Y2R2 whole entry, looked up, the tested form may be a part): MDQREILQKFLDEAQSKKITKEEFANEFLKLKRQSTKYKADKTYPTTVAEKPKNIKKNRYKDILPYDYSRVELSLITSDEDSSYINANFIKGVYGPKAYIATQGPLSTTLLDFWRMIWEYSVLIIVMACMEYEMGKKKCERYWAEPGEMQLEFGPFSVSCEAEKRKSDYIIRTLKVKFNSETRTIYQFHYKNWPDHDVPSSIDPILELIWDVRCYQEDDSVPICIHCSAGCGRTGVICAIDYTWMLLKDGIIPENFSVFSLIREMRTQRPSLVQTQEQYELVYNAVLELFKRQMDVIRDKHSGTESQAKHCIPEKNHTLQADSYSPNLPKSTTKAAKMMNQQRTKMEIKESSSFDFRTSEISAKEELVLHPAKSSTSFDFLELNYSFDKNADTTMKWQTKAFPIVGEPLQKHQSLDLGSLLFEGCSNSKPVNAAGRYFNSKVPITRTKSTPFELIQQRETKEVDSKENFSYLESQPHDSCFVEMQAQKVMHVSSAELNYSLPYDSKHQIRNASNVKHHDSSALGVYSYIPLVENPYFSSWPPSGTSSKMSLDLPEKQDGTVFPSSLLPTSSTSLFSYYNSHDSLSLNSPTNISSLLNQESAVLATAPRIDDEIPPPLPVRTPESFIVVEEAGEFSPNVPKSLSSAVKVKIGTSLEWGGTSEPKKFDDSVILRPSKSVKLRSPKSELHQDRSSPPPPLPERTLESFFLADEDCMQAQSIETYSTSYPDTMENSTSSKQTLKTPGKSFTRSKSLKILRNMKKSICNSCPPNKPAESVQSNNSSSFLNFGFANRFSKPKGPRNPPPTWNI
Calb biofilm kill – clotrimazole potentiators killing Candida biofilms, primary screen, with clotrimazole, Alamar Blue. inhibition, % at 6 µM. AID 834, 2007. 85,000 compounds, 0.14% hits. C. albicans biofilm + clotrimazole;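 active = inhibition above 20%; inactive = inhibition below 20%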;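 also: preformed 24 hr biofilms exposed to compound for 48 hr; 0% = biofilm without compound and 100% = blank killed by clotrimazole plus chlorhexidine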
HUVEC tox IL1B – cytotoxicity in IL-1B stimulated HUVEC, primary screen, cytotoxicity control for IL-1B NFkB translocation project, imaging, Hoechst nuclear count, IL-1B stimulus. cell count reduction, % at 2 µM. 94,000 compounds, 0.41% hits. AID 845, 2007. HUVEC cell count loss;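 active = cell count reduction more than 3 SD above the screen-wide mean, cut at about 70% in these data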;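 also: normalized per plate to untreated control cells as the no-loss baseline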
* = called active by the depositor; · = no result given; & = joins results of further samples; [ ] = dose if it differs, or a comment. Some of the compounds tested, so the mix of outcomes need not match the whole.

SMILES | VCAM1 TNFa inh | LYP inh 2 | MT1-MMP txn act | F-actin modifier | HUVEC tox IL1B | hDAT+cocaine | Smad3 inh | Calb biofilm kill | HUVEC tox TNFa
CCOC(=O)Cc1csc(/C(=N/O)C(N)=O)n1 | -13 | 8 | 1.1 | -6 | -10 | -1 | -3 | 11 | -20
Cc1cc(N2CCN(C(=O)OC(C)(C)C)CC2)n2ncnc2n1 | 13 | -1 | 1 | -9 | 18 | 0.74 | -8 | 5 | -3
Cc1ccc(-n2nnnc2SCC(=O)c2cc(C)n(-c3cc(C)on3)c2C)cc1 | 20 | -5 | 1.2 | 9 | -10 | -0.48 | 9 | 5 | -2
O=Cc1cn(CC(=O)N2CCCc3ccccc32)c2ccccc12 | -5 | 0 | 1.2 | 7 | -10 | -0.31 | -1 | 5 | 1
Cc1ccc(S(=O)(=O)N2CCN(Cc3cc(C(C)C)ccc3O)CC2)cc1 | 2 | -4 | 1 | 8 | -2 | 0.39 | -10 | 0 | -8
CCN(CC)Cc1c(C(=O)OC)nnn1-c1nonc1N | 14 | 0 | · | 6 | 5 | -0.49 | 2 | 1 | -7
CC(C)CCn1c(CN2CCN(Cc3ccccc3)CC2)nc2c1c(=O)[nH]c(=O)n2C | -4 | -20 | 1.2 | 4 | -20 | 1.1 | -4 | -2 | -26
CCN(CC)CCNC(=O)C(C(=O)c1ccccc1)n1ccccc1=O (stereo unspecified) | -3 | -11 | 1.1 | 54 | -14 | 0.83 | 1 | 6 | -2
CSc1nnc(-c2sc(-c3ccccc3)nc2C)n1C | 4 | 10 | · | 8 | -22 | 0.52 | · | · | -19
CC(C)C(C(=O)N1CCOCC1)N1C(=O)c2ccccc2C1=O (stereo unspecified) | -21 | -3 | 1.1 | -20 | -37 | 0.5 | 0 | 8 | -3
O/N=C/c1cccn1-c1ccc(O)cc1 | 9 | 7 | 1.1 | -9 | -22 | -1.3 | -2 | 0 | -23
COC(=O)c1sc(=S)n(-c2ccccc2OC)c1N | 11 | -14 | · | 11 | 22 | -1.1 | · | · | -8
CCCNC(=O)Nc1ccc2c(c1)N(C)C(=O)c1ccccc1S2 | 2 | 1 | 1 | 8 | 7 | 0.33 | 0 | 4 | -21
CC(=O)c1cnc2c(C(=O)O)cnn2c1C | -8 | 8 | · | -14 | -12 | -0.0068 | · | · | 14
O=C1NCC(O)=C1C=NC12CC3CC(CC(C3)C1)C2 | 0 | 2 | 1 | -8 | · | -0.17&-0.1 | -2&-7 | 0&0 | -13
O=C(NC1CCCCC1)N(CCO)Cc1cc2cc3c(cc2[nH]c1=O)OCCO3 | -13 | 8 | 1 | 4 | 4 | 0.27 | -5 | 0 | -7
CCOCCCNC(=O)C1CCC(=O)N1CCc1ccccc1 (stereo unspecified) | · | 1 | 1 | · | -7 | -0.95 | 12 | 1 | ·
CCCc1cc(O)c2c(C)cc(=O)oc2c1 | 0 | -7 | 1.2 | -2 | -10 | -0.014 | 9 | 1 | -18
Cc1nn(Cc2ccccc2)c(C)c1NC(=O)c1cc2nc(-c3ccco3)cc(C(F)(F)F)n2n1 | -10 | 8 | 1 | 21 | -7 | 2.2 | 5 | 7 | -9
COc1ccc(C(c2nnnn2Cc2ccc(F)cc2)N2CCN(c3ccc(OC)cc3)CC2)cc1 (stereo unspecified) | 5 | -2 | 1 | -48 | 15 | -0.091 | 2 | 8 | 9
CC(C)(C)c1ccc(C(=O)Nc2cnccn2)cc1 | -2 | -5 | 0.4 | -17 | -43 | -0.51 | -8 | 4 | 12
O=C(CCCN1C(=O)CSc2ncccc21)N1CCN(Cc2ccccc2)CC1 | · | · | 1.1 | · | · | 0.3 | -13[fluorescence artefact?] | -2 | ·
COc1ccccc1N(CC(=O)N/N=C/c1ccc(OCC(=O)NCc2ccco2)cc1)S(=O)(=O)c1ccc(C)cc1 | 22 | 1 | · | -1 | 9 | -0.36 | · | · | 5
Cc1ccc(SCCNC(=S)Nc2cc(C)ccc2C)cc1 | 15 | -6 | · | 1 | 6 | 1.3 | 2 | 9 | -16
Cn1nc(C(=O)N2CCN(S(=O)(=O)c3ccccc3)CC2)c2ccccc2c1=O | -5 | 7 | 1.1 | -16 | -30 | 0.9 | -4 | 0 | -35
Clc1ccc2c(NNc3ccccc3Cl)ccnc2c1 | 12 | 11 | · | -13 | · | 0.47 | · | · | -1
Cc1cccc(OCC(=O)Nc2ccccc2N2CCCCC2)c1 | -9 | 4 | 1.2 | -4 | 4 | -0.013 | 3 | 6 | 2
Cc1cc(C)cc(-n2nnnc2SCC(=O)Nc2cccc(NC(=O)c3ccco3)c2)c1 | 2 | -3 | 1.2 | -29 | 5 | -1.1 | 11 | 10 | -21
COc1cc(CN/C(C)=C(\C#N)C(N)=O)cc(OC)c1OC | · | · | 1 | · | · | -0.27 | -1 | 5 | ·
COC(=O)C1=C(C)NC(=O)NC1c1ccc(OCC(=O)N2CCCCC2)cc1 (stereo unspecified) | 17 | -14 | 1.1 | -2 | -2 | 0.072 | 2 | 8 | -36
Nc1nc(-c2cccnc2)nn1C(=O)c1ccco1 | 10 | 7 | 1 | -26 | -27 | · | -1 | 5 | -6
CCOC(=O)c1sc(NC(=O)/C=C/c2cnn(C)c2C)c(C(=O)OC(C)C)c1C | -3 | 2 | · | 14 | 15 | -0.65 | · | · | -2
COCc1c(C(=O)OCC(=O)N2c3ccccc3NC(=O)C2(C)C)oc2ccccc12 | 15 | -3 | 1 | -4 | 7 | 0.25 | 17[fluorescence artefact?] | 0 | 20
Cc1ccc2cc(C)c(NCCO)nc2c1 | 0 | 5 | 1.1 | -4 | -21 | -0.83 | -7[fluorescence artefact?] | 5 | -14
CCn1c(=O)[nH]c2ccccc2c1=O | 12 | 12 | 1.1 | 5 | 4 | -1.1 | 0 | 8 | 6
CCOC(=O)c1cnc(-c2ccccc2)nc1Oc1ccc(C)cc1 | -6 | 2 | · | -25 | 10 | -0.31 | · | · | 9
COc1ccc(CNC(=O)c2cnccn2)cc1 | 6 | 5 | 1.2 | -5 | -3 | -0.39 | -10 | 1 | -17
Cc1ccc(SCc2cc(=O)[nH]c(N3CCOCC3)n2)cc1 | -15 | 4 | 1.1 | 18 | 18 | -0.29 | 12 | · | -28
O=c1cc(CSc2ccccn2)c2ccccc2[nH]1 | 12 | -3 | 1.2 | 16 | -2 | -0.05 | 7 | 3 | -44
O=C(NCC(=O)N(Cc1ccc(F)cc1)C(C(=O)NC1CCCC1)c1ccco1)c1ccco1 (stereo unspecified) | 1 | -3 | 1.2 | 1 | · | -0.64 | -1 | -3 | 11
O=C(OCc1ccccn1)c1ccc(COc2ccccc2Cl)o1 | 18 | 1 | 1.3 | 7 | -25 | -1.6 | 11 | 6 | -10
CCCc1c(O)c2ccccc2[nH]c1=O | -2 | -2 | 1.1 | 1 | · | -1.3 | 7 | 11 | -10
O=C(COc1ncnc2cc([N+](=O)[O-])ccc12)NCc1ccc2c(c1)OCO2 | -17 | 5 | · | -1 | -19 | -0.057 | · | · | -5
Cc1nc(SCc2ccccc2)c(C(F)(F)F)c(=O)[nH]1 | -16 | -8 | 1.2 | -24 | -45 | 0.43 | 0 | 9 | -9
O=C1C2Sc3[nH]c(=O)sc3C(c3ccccc3)C2C(=O)N1c1ccc(Cl)cc1 (stereo unspecified) | 13 | 9 | 1 | -9 | -7 | 0.25 | -5 | 6 | 0
CC(=O)N1CCc2cc(S(=O)(=O)N3CCc4ccccc4C3)ccc21 | 10 | 7 | · | -25 | 14 | 0.27 | 2 | 4 | 3
CC(=O)c1ccc(OCC(O)CN2C(C)CCCC2C)cc1 (stereo unspecified) | 16 | 4 | 1.1 | -6 | 11 | -0.34 | 12 | 6 | -42
Cn1c(CNc2ccccc2)nc2ccccc21 | 23 | -8 | 1.7 | -14 | -14 | -0.56 | · | · | -6
COc1ccccc1Oc1ccc2c(c1)C(=O)N(c1ccc(O)cc1)C2=O | · | · | 1 | · | · | -0.074 | 4 | -3 | ·
CCOC(=O)c1c(-c2ccccc2)n(C)c2ccc(O)cc12 | 7 | 2 | 1 | · | -6 | -0.063 | -3 | 7 | -15
CSC1=C(C#N)C(c2ccccc2C)C(C#N)=C(N)N1 (stereo unspecified) | -9 | -22 | 1 | 6 | -12 | -2.7 | -6 | 7 | -37
CC1CCCCC1NC(=O)COC(=O)c1ccccn1 (stereo unspecified) | 11 | 6 | 1.1 | -47 | -7 | 0.37 | 2 | 8 | 7
CCSC1=C(C#N)C2(CCCC2)C(C#N)=C(N)N1 | -29 | 4 | 1 | -41 | -20 | -2.7* | 14[fluorescence artefact?] | 6 | -12
CCCCOc1ccccc1-c1cc(C(=O)O)[nH]n1 | 4 | 5 | 1 | 28 | 4 | 0.4 | 5 | · | -11
CC1=C(C(=O)Nc2ccc(C)cc2)C(c2ccc(N(C)C)cc2)NC(=O)N1 (stereo unspecified) | 7 | -3 | 1.1 | 4 | -35 | -0.065 | 7 | -2 | -8
Cc1cc(C(=O)Nc2sc3c(c2C#N)CCC3)no1 | 6 | -7 | 1.2 | -24 | -26 | -0.041 | 11 | 3 | -11
Cc1ccc(C(=O)Nc2ccccc2C(=O)NCc2ccco2)cc1S(=O)(=O)N1CCCCC1 | -3 | 10 | 1.2 | -10 | 31 | 2.2 | 1 | -5 | 0
CCOC(=O)Cn1c(N2CCOCC2)nc2c1c(=O)[nH]c(=O)n2C | -9 | -2 | 0.9 | -15 | -35 | -0.23 | -10 | 4 | -18
CCc1c(C)c2c(C)[nH]nc2oc1=O | -16 | 2 | 1 | · | 17 | -0.16 | -1 | 5 | 13
CCC(CC)C(=O)NCc1ccc2c(c1)cc(C)n2C | -6 | 6 | 1 | 0 | -18 | -0.51 | · | · | -25
COc1cc(C2NC(=O)NC(O)(C(F)(F)F)C2C(C)=O)cc(OC)c1OC (stereo unspecified) | -7 | -6 | 1 | -26 | -6 | · | 12[fluorescence artefact?] | 10 | -12
COc1cccc(-c2nnn(CC(=O)Nc3ccc(C)cc3C)n2)c1OC | · | · | 1 | · | · | -0.24 | 4 | 5 | ·
CCOC(=O)C1=C(N)OC2=C(C(=O)CC(C)(C)C2)C1c1cccs1 (stereo unspecified) | 2 | 6 | 1.2 | -2 | -9 | 1.7 | 7 | 7 | -20

2 consecutive compounds from above, for reference:
SMILES | VCAM1 TNFa inh | LYP inh 2 | MT1-MMP txn act | F-actin modifier | HUVEC tox IL1B | hDAT+cocaine | Smad3 inh | Calb biofilm kill | HUVEC tox TNFa
Nc1nc(-c2cccnc2)nn1C(=O)c1ccco1 | 10 | 7 | 1 | -26 | -27 | · | -1 | 5 | -6
CCOC(=O)c1sc(NC(=O)/C=C/c2cnn(C)c2C)c(C(=O)OC(C)C)c1C | -3 | 2 | · | 14 | 15 | -0.65 | · | · | -2

High-throughput results as filed in PubChem.
